Lipid storage S3 – qHTS Assay for Lipid Storage Modulators in Drosophila S3 Cells; Drosophila S3 cells, BODIPY lipid droplet fluorescence, 18-24 h; cells fed with added oleic acid; lipid storage change, negative = inhibition, % at the top dose, mostly 46.1 µM; hits show Potency in µM; actives 0.64% (n = 320,000); active means well fitted inhibition curve with a large enough effect in the signal ratio, with a control signal flat, not every such curve was filed as active; inconclusive means small, poorly fitted or top-dose-only effect, or effect the other way, or a change in a side signal; the % refers to the signal ratio
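Drosophila S3 cells got compounds at several concentrations plus oleic acid (400 uM solution). Laser-scanning cytometry with 488 nm excitation read lipid droplets at 500-530 nm and cells at 575-640 nm. Percent activity was relative to 20 uM Triacsin C.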
Lipid storage S3 cell count max – recorded beside Lipid storage S3, whose call it bears; cell number change, %; measured here: cell count max response;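 cells counted by Cell Tracker Red CMTPX staining in the red channel; peak over a dose series mostly up to 46.1 µM; percent activity relative to internal control wells on each plate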
* = called active by the depositor; i = inactive; ? = inconclusive; . = not tested or not shown; [ ] = remark or other dose. On the % scale 0 is the no-effect control and ±100 the full control effect; potency means the concentration at half of the fitted maximal effect. This is a subset; rates above refer to the full screens.

smiles,Lipid storage S3,Lipid storage S3 cell count max
CC1(C)CC(=O)C2=C(C1)c1c(ccc3ccccc13)NC2c1ccc(Br)o1 (stereo unspecified),?,.
O=C(Cn1nc(C(F)(F)F)c2c1CCC2)N1CCN(c2ccccc2)CC1,9%,-12
COCCNC(=O)COC(=O)c1[nH]c(C)c(C(C)=O)c1C,?,.
CCn1cc(C(=O)NCCCOC)c(=O)c2cc(S(=O)(=O)N(C)C3CCCCC3)ccc21,?,.
Clc1ccc(Nc2nc(-c3cccs3)cs2)nc1,?,.
CCc1ccc(OCC(=O)N/N=C(\C)c2ccc(O)cc2O)cc1,i,.
O=C(NCc1ccco1)/C(=C\C=C\c1ccccc1)NC(=O)c1ccco1,19%,9
Cc1ccc(-n2c(SCC(=O)N3CC(=O)Nc4ccccc43)nc3ccccc3c2=O)cc1,?,.
CN(C)CCNc1ccc(-c2n[nH]c(=O)c3ccccc23)cc1[N+](=O)[O-],?,.
CNC(=O)C(=O)NCC1OCCCN1S(=O)(=O)c1cccs1 (stereo unspecified),16%,-17
COc1ccc(CCNC(=O)c2ccc(Cl)cc2Cl)cc1OC,-8%,18
OCCN(CC(O)Cn1ccc2ccccc21)CC(O)Cn1ccc2ccccc21 (stereo unspecified),-1%,-2

The list goes on.
smiles,Lipid storage S3,Lipid storage S3 cell count max
Cc1ccc(/C(O)=C2\C(=O)C(=O)N(CC(C)O)C2c2cccc(F)c2)cc1 (stereo unspecified),?,.
N#Cc1c(C(F)(F)F)cc(-c2ccco2)nc1SCc1ccncc1,?,.
CC(C)OC(=O)CC(=O)CSc1nc2c(cc1C#N)CCCCCC2,?,.
COc1ccc(S(=O)(=O)N2CCCCCC2)cc1C(=O)OCC(=O)Nc1cc(C)on1,-23%,-15
Cc1cccc(C(CC(=O)N2CCCC2)c2ccccc2)c1O (stereo unspecified),11%,-1
COc1ccc(/C=N/NC(=S)Nc2ccccc2)cc1COc1ccc(F)cc1,?,.
Cc1cccnc1NC(=S)NC(=O)c1cncc(Br)c1,3%,-3
O=C(O)c1ccc(NC2=C(N3CCOCC3)C(=O)c3ccccc3C2=O)cc1,-10%,-3
COc1cccc(NC(=O)CCC2CCN(C(=O)c3cccc(NC(C)=O)c3)CC2)c1,?,.
CCN(CC(=O)Nc1cccc(F)c1)CC(=O)Nc1ccccc1OC,?,.
c1cncc(CNc2ncnc3ccc(-c4ccc5c(c4)OCCO5)cc23)c1,23%,.
CC1CCC2(CC1)NC(=O)N(CC(=O)N1CCN(c3ccccc3)CC1)C2=O (stereo unspecified),?,.

Pulled by compound from above:
smiles,Lipid storage S3,Lipid storage S3 cell count max
CCc1ccc(OCC(=O)N/N=C(\C)c2ccc(O)cc2O)cc1,i,.
c1cncc(CNc2ncnc3ccc(-c4ccc5c(c4)OCCO5)cc23)c1,23%,.
COCCNC(=O)COC(=O)c1[nH]c(C)c(C(C)=O)c1C,?,.

Additional records follow:
smiles,Lipid storage S3,Lipid storage S3 cell count max
COc1ccc(C(=O)CSc2ncn[nH]2)cc1OC,?,.
O=C(COc1ccccc1)NCC(=O)N/N=C/c1cc(Br)ccc1OCc1ccccc1,?,.
CNC(=S)N/N=C/c1ccccc1Cl,10%,16
COc1ccc(C(CNC(=O)c2ccc(OCc3c(C)noc3C)cc2)N2CCCC2)cc1 (stereo unspecified),?,.
COC(=O)c1cn(C(=O)c2ccc(OC)c(OC)c2)c2ccccc12,?,.
O=C(OCCN1C(=O)c2ccccc2C1=O)c1cccc(OC(F)F)c1,-2%,2
CN1C/C(=C\c2ccc(N3CCOCC3)cc2)C(=O)/C(=C/c2ccc(N3CCOCC3)cc2)C1,7.3µM*,-13*
COc1cccc(N2CCN(c3c(C#N)c(C(F)(F)F)nn3C)CC2)c1,?,.
CC1Sc2ccc(S(=O)(=O)CCC(=O)NC3CCCC(C)C3C)cc2NC1=O (stereo unspecified),i,-15
Cc1ccc(SCC(=O)OCC(=O)NCc2ccco2)cc1,12%,-6
Cc1ccc(S(=O)(=O)N2CCCOC2CNC(=O)C(=O)NCc2ccccn2)cc1 (stereo unspecified),i[0.369 µM],-20
Cc1cc(OC(C)C(=O)N2C[C@H]3C[C@@H](C2)c2cccc(=O)n2C3)c2c(C)c(C)c(=O)oc2c1 (stereo partly specified),-21%,7

Other entries.
smiles,Lipid storage S3,Lipid storage S3 cell count max
NCCNc1ccc([N+](=O)[O-])c(NC2CC2)c1,?,.
CCOCCCNC(=O)C(c1ccc(OC)cc1)N(Cc1ccc2c(c1)OCO2)C(=O)CNC(C)=O (stereo unspecified),-2%,-8
CCOC(=O)c1c(NC(=O)CN(C)C2CCN(C)CC2)sc(C(=O)Nc2ccccc2)c1C,?,.
O=C(NCc1cccnc1)c1ccc(S(=O)(=O)N2CCCCC2)cc1,i,-23
Cc1ccc(C(=O)Nc2cnc3ccccc3c2)cc1,?,.
CCCN(CC(=O)Nc1ccccc1OC)C(=O)CCC(=O)c1ccc(OCC)cc1,?,.
c1ccc(Cc2c[nH]c3ccccc23)cc1,?,.
CCOC(=O)N1CC=C2C(C#N)=C(N)C(C#N)(C#N)[C@H](c3cccs3)[C@H]2C1,?,.
CC(=O)Nc1cccc(NC(=O)CSc2ccc(-c3ccco3)nn2)c1,?,.
CCc1nc2cccnc2n1-c1ccc(CC(=O)NC(C)CC)cc1 (stereo unspecified),6%,1
COCCNC(=O)c1ccc2c3n(nc2c1)-c1ccc(C)cc1CO3,?,.
O=C(NC1CCCC1)C(c1cccnc1)N(C(=O)c1csnn1)c1ccccc1Cl (stereo unspecified),?,.

Given with values ahead of the structure: entries from further up.
| Lipid storage S3 | Lipid storage S3 cell count max | SMILES |
| --- | --- | --- |
| ? | . | NCCNc1ccc([N+](=O)[O-])c(NC2CC2)c1 |
| -2% | -8 | CCOCCCNC(=O)C(c1ccc(OC)cc1)N(Cc1ccc2c(c1)OCO2)C(=O)CNC(C)=O (stereo unspecified) |
| ? | . | CCOC(=O)c1c(NC(=O)CN(C)C2CCN(C)CC2)sc(C(=O)Nc2ccccc2)c1C |

Following part:
smiles,Lipid storage S3,Lipid storage S3 cell count max
CCc1ccc(Nc2cc(C(=O)NCCCN3CCOCC3)c3ccccc3n2)cc1,-1%,-20
Oc1[nH]c2ccccc2c1N=Nc1c(F)c(F)c(C(F)(F)F)c(F)c1F,-4%,15
Cc1ccc(C2C3=C(CC(C)(C)CC3=O)Nc3onc(C)c32)cc1 (stereo unspecified),i,.
CCCc1nc2ccc(NC(=O)c3cccs3)cc2c(=O)n1Cc1ccccc1Cl,8%,13
CC(CCc1ccccc1)N(C)CC(O)c1cccc([N+](=O)[O-])c1 (stereo unspecified),?,.
CSc1nc(-c2ccco2)nn1C(=O)c1cccs1,i,.
COc1cccc(CN2CCN(Cc3nc(C(C)C)cs3)CC2CCO)c1 (stereo unspecified),?,.
COc1ccccc1C(CNC(=O)c1cccc(NS(=O)(=O)c2ccc(C)c(F)c2)c1)N1CCCC1 (stereo unspecified),6%[0.0737 µM],18
CC(C)c1cccc(OCCCCN(C)C)c1,1%,8
Cc1ccc2oc(=O)c3cnn(CC(=O)N4CCCCC4C)c3c2c1 (stereo unspecified),?,.
O=C(COC(=O)CNC(=O)c1ccc(-c2ccccc2)cc1)NCc1ccco1,-3%,-5
CCOC(=O)/C(C#N)=C/c1c(N2CCN(c3ccccc3)CC2)nc2c(C)cccn2c1=O,?,.

Profiles from above. Order of screens: Lipid storage S3	Lipid storage S3 cell count max
Profile of `COCCNC(=O)COC(=O)c1[nH]c(C)c(C(C)=O)c1C` → ?	.
Profile of `O=C(NC1CCCC1)C(c1cccnc1)N(C(=O)c1csnn1)c1ccccc1Cl` (stereo unspecified) → ?	.

Next records follow.
smiles,Lipid storage S3,Lipid storage S3 cell count max
CCOC(=O)N1CCN(C(=O)CSc2nc3c(cnn3-c3ccc(C)cc3)c(=O)[nH]2)CC1,-20%,-15
CCN(CCCCCCN)c1ccc2c(=O)[nH][nH]c(=O)c2c1,-1%,9
O=C(NCCNc1ccc([N+](=O)[O-])cc1)c1ccccc1F,?,.
COc1cccc(CN(C)CC(=O)NCc2ccc(F)cc2)c1OC,i,3
CC(C)CNc1nc(S(=O)(=O)c2ccccc2)c(Cl)s1,?,.
CCn1c(SCc2nc3ccccc3c(=O)[nH]2)nnc1C(C)NC(=O)c1ccccc1F (stereo unspecified),-16%,-5
O=C(NC(Cc1ccc(F)cc1)C(=O)O)c1ccccc1 (stereo unspecified),?,.
O=C1S/C(=C\C=C\c2ccco2)C(=O)N1c1ccc(O)cc1,-17%,-11
CCOC(=O)N1CCC(C(=O)NNC(=O)c2ccc(Cl)cc2Cl)CC1,?,.
CC(C)(C)c1ccccc1OCC(O)CN1CCN(c2ccccn2)CC1 (stereo unspecified),i,5
Cc1cc(Cl)ccc1OCC(=O)N/N=C1\CCCc2ccccc21,?,.
COc1nnc(-c2ccc(N3CCOCC3)c(NC(=O)c3ccco3)c2)c2ccccc12,?,.

(list continues)
smiles,Lipid storage S3,Lipid storage S3 cell count max
COC(=O)c1ccc2c(=O)[nH]c(COC(=O)c3c(-c4ccccc4)noc3C)nc2c1,25%,4
COc1ccc(/C=N/NC(=O)CCn2cnc(-c3ccccc3)c2-c2ccccc2)cc1,?,.
Cc1nnc(NC(=O)c2cc3n(n2)C(C(F)(F)F)CC(C2CC2)N3)s1 (stereo unspecified),?,.
Cc1ccc(OCC(=O)N/N=C\c2ccncc2)c(C)c1,?,.
O=C(Nc1ccncc1)Nc1ccccn1,6%,-20
COc1ccc(C(C)=O)cc1CC(=O)Nc1ccccc1-c1ccccc1,?,.
COc1cccc(N/C(SCc2ccccc2F)=C(/C#N)C(=O)NCc2cccs2)c1,?,.
CN(CC(=O)Nc1ccccc1Cl)C(=O)CSc1nncn1C,?,.
CC1CCCN(C(=O)c2ccc3c(c2)C(=O)N(CCC2=CCCCC2)C3=O)C1 (stereo unspecified),?,.
O=C1C(=O)N(C/C=C/c2ccccc2)c2ccccc21,4%,0
COC(=O)c1ccc2c(c1)NC(=O)C(N1CCOCC1)S2 (stereo unspecified),?,.
O=C(CSc1nnc(-c2ccco2)o1)N1c2ccccc2CCc2ccccc21,?,.

Other results follow:
smiles,Lipid storage S3,Lipid storage S3 cell count max
O=C(COC(=O)/C=C/c1ccccc1)NCCC1=CCCCC1,?,.
O=C(NCCc1ccccc1)c1cccc(S(=O)(=O)N2CCCCC2)c1,?,.
O=C1c2cccc3cccc(c23)C(=O)N1CCc1ccccc1,3%,-1
COc1cc(CN2CCCC(N3CCN(c4ccc(F)cc4)CC3)C2)ccc1F (stereo unspecified),?,.
CC1=C(C(=O)Nc2ccc(F)cc2)C(c2ccncc2)C2=C(CCCC2=O)N1 (stereo unspecified),-2%,-3
CCCC(C)C(=O)Nc1nc(C)c(-c2csc(Nc3cc(OC)ccc3OC)n2)s1 (stereo unspecified),2%,-22
COc1ccc(CN2CCN(C(C)C)C(CCO)C2)cc1Cn1cccn1 (stereo unspecified),5%,3
CC1=C(C(=O)Nc2cccc(C(=O)NC3CCCC(C)C3C)c2)SCCO1 (stereo unspecified),?,.
N#CC(C#N)=Cc1ccc(OCC(=O)N2CCOCC2)cc1,-1%,9
CCS(=O)(=O)c1ccc(O)c(NC(=O)COc2ccc(OC)cc2)c1,?,.
COC(=O)C1=C(C)NC(=O)/C1=C\c1cc(C)n(-c2cccc(C)c2)c1C,?,.
CCN(CC)S(=O)(=O)c1ccc(N2CCOCC2)c(NC(=O)COc2ccccc2C)c1,?,.

Next entries follow:
smiles,Lipid storage S3,Lipid storage S3 cell count max
CC1CCN(S(=O)(=O)c2ccc3c(c2)n(C)c(=O)n3C)CC1,i,8
CCOC(=O)CN(C(=O)CSc1nnc(CNc2ccc(C)cc2C)n1CC)c1ccccc1,i,-15
Cc1cc(NC2CCCCC2)nc(NCc2ccccc2)n1,?,.
CCOc1nc(NC(=O)NS(=O)(=O)c2cccc(Cl)c2)nc(-c2ccccc2)n1,?,.
COc1ccccc1N1CCN(C(=O)CN2C(=O)c3ccccc3C2=O)CC1,14%,-15
O=C(O)C1CCCN1c1ncccc1[N+](=O)[O-] (stereo unspecified),?,.
O=C1OC(=O)C2C3CCC(O3)C12 (stereo unspecified),6%,2
Nn1c(Cc2ccccc2F)nnc1SCn1nnc2ccccc2c1=O,23%,-2
O=C(Nc1cccc(S(=O)(=O)NC2=NCCC2)c1)c1ccc(OC(F)F)cc1,?,.
Cc1nc(C)c(C(=O)NNC(=O)Nc2ccc(Cl)cc2)s1,i,.
O=C(CCN1C(=O)c2cccc3cccc(c23)C1=O)Nc1ccon1,11%,11
O=C(Nc1ccc(S(=O)(=O)N2CCOCC2)cc1)c1cc([N+](=O)[O-])ccc1Cl,i,-21

More entries follow:
smiles,Lipid storage S3,Lipid storage S3 cell count max
O=[N+]([O-])c1cccnc1N1CCC(c2cc(-c3ccc(Cl)cc3)n[nH]2)CC1,?,.
Cc1cc(C)nc(SCCN2CCOCC2)n1,?,.
COc1ccc(CNC(=O)C(=O)NCCCn2ccnc2)cc1,-2%,10
CC1CC1C(=O)OCC(=O)c1c(N)n(C)c(=O)n(C)c1=O (stereo unspecified),?,.
O=C(NCC(=O)N1CCCCCC1)c1ccc(Br)cc1,?,.
COc1cc(CCC(=O)Nc2cccc(S(=O)(=O)N(C)C)c2)cc(OC)c1OC,?,.
O=C(CSc1ncc(-c2ccc(F)cc2)[nH]1)NCc1ccco1,17%,-2
COc1ccc(NC(=O)N2CCN(S(C)(=O)=O)CC2)c(OC)c1,?,.
O=C(CNC(=O)c1cccs1)N/N=C/c1cccc(Br)c1,-17%,1
O=C(NNC(=S)Nc1ccc(Cl)cc1Cl)c1cccnc1,?,.

From PubChem BioAssay
